# CHT PAM – allosteric activators of human choline transporter CHT; Q9GZV3; CHT-expressing cells, membrane potential dye, choline EC20; hits give high values; LV-AA mutant CHT in HEK293 cells; B-score at 10 µM; actives 0.49% (n = 310,000); AID 488977;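 active = initial fluorescence not abnormally high and integrated response B-score, plate-corrected, over 3 SD above library mean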
# Target sequence (Q9GZV3 whole entry, looked up): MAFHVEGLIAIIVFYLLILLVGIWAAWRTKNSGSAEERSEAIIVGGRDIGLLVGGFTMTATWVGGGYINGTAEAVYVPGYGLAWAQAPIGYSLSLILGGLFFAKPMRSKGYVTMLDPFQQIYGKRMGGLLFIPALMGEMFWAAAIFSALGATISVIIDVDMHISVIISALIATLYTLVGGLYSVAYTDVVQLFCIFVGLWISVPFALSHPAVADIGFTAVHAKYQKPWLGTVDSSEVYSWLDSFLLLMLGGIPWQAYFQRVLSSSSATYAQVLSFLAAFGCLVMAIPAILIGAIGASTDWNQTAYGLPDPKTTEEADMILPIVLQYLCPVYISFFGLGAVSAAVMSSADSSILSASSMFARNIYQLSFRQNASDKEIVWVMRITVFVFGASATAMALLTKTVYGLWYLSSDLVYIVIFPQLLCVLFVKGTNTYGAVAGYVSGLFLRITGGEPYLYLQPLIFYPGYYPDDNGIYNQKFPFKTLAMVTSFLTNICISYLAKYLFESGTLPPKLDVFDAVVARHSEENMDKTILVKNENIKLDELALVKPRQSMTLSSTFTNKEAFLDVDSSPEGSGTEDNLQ
# OX1R antagonist – blocks the human orexin 1 receptor | inhibition, % at 5 µM | actives 0.43% (n = 330,000) | O43613 | CHO/OX1R cells, Fluo-8 calcium fluorescence, orexin A;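 active = inhibition above its plate's threshold, mean inhibition of all tested compounds on the plate plus 3 SD, cut at about 37% in these data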;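 also: 0% = orexin A challenge wells and 100% = SB-334867-A antagonist wells; not every result past the cut was called active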
# Target sequence (O43613 whole entry, looked up): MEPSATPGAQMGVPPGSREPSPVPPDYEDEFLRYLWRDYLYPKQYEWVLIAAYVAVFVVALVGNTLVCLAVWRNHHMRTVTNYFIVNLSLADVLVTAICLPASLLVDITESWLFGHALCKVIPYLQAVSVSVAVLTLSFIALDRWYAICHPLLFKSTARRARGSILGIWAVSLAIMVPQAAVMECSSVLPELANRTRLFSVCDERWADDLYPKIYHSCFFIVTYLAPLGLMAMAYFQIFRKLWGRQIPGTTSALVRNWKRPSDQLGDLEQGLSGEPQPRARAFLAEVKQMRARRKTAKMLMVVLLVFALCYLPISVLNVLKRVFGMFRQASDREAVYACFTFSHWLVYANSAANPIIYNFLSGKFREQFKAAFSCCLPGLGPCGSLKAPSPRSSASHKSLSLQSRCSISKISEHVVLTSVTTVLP
# Active calls of the source: *; i = inactive; x = not tested or not shown. No enrichment for hits; any-hit rate near 0.83%.
# Below each SMILES – CHT PAM | OX1R antagonist
- COc1cc2c(cc1OC)CN(Cc1cc(=O)oc3cc(C)c(Cl)cc13)CC2
→ i | -18
- COc1ccccc1/C=C/C(=O)Nc1ccc2c(c1)OCCO2
→ i | 3
- Cc1noc(C)c1/C=N/Nc1ccccn1
→ i | 15
- CCN(CC)c1ccc(C=Nc2ccc(OC)c(S(=O)(=O)N3CCOCC3)c2)c(O)c1
→ x | -28
- COc1cccc(C(=O)Nc2ccc(C(F)(F)F)n(C)c2=O)c1
→ i | -16
- COc1ccc(-c2sc(Nc3ccccc3)n[n+]2-c2ccccc2)cc1Br
→ i | 1
- N#CC1=C2SC=C(c3ccc(Br)cc3)N2CCCC1=O
→ i | -3
- Cc1cccc(CNC(=O)CCn2ccc3cc(S(=O)(=O)N4CCCC4)ccc32)c1
→ i | -26
- COc1ccc(-n2ncc3c(=O)n(CC(=O)OCc4ccccc4)cnc32)cc1
→ i | -9
- CCCCN1C2CCCC1CC(NC(=O)c1cccc(OC)c1)C2 (stereo not drawn)
→ i | -27
- COc1cc(C(=O)OC(C)C(=O)NC(=O)NC2CCCCC2)ccc1OC(F)F (stereo not drawn)
→ x | -50
- CCOC(=O)c1cccc(NC(=O)CNS(=O)(=O)c2cccs2)c1
→ i | -13
- CCOC(=O)N1CCC(NC(=O)Cn2nc(Cc3ccncc3)c3ccccc3c2=O)CC1
→ i | -16
- O=[N+]([O-])c1ccc(N2CCN(c3ccccc3)CC2)cc1
→ i | -6
- CN(CCc1ccccc1)C1CCCN(S(=O)(=O)c2cccc(F)c2)C1 (stereo not drawn)
→ i | -29
- O=C(O)c1cc(N/N=C/c2cccs2)ccc1Cl
→ i | -8
- CCC(=O)c1ccc(OCC(=O)c2ccc3c(c2)NC(=O)CO3)cc1
→ i | 6
- CC(C)(C)c1ccc(C(=O)NCC(=O)OCC(=O)c2ccc3c(c2)-c2ccccc2C3)cc1
→ i | -10
- COc1cc2c(cc1NC(=O)COc1ccccc1OC)oc1ccccc12
→ i | -4
- Cc1no[n+]([O-])c1COc1cccc(/C=N/Nc2nncn2N)c1
→ i | -16

# New compounds follow:
# Below each SMILES – CHT PAM | OX1R antagonist
- CCC(NC(=O)c1cc(COc2cncc(Cl)c2)on1)c1ccc(C)cc1 (stereo not drawn)
→ i | -13
- COC(=O)c1c(C)[nH]c(C(=O)CN(C)CC(=O)Nc2cccc(F)c2)c1C
→ x | -33
- COc1ccc(C(=O)Nc2ccc(NS(=O)(=O)c3ccccc3)cc2)cc1OC
→ i | -23
- O=c1cc(-c2ccccc2)c2cc(Cl)c(O)c(CN3CCOCC3)c2o1
→ i | -4
- COc1ccc(OC)c(NC(=O)CSc2ncccc2C(=O)O)c1
→ i | -6
- Cc1ccc(S(=O)(=O)N2CCOCC2)cc1NC(=O)COC(=O)C1(C)CC1(Cl)Cl (stereo not drawn)
→ x | -15
- O=C(c1cnc2n(c1=O)CCS2)N(C1CCCCC1)C1CCCCC1
→ i | -3
- S=C(Nc1ccccc1Cl)N(Cc1cccnc1)Cc1ccco1
→ i | -15
- CCOC(=O)C1(CC)NC(c2ccc(OC)cc2OC)C2C(=O)N(C)C(=O)C21 (stereo not drawn)
→ i | -12
- CCN(CC(=O)Nc1ccc(OC)cc1)C(=O)c1ccc2c(=O)n3c(nc2c1)CCC3
→ x | 0
- CCCOc1ccc(CC(=O)NCc2ccco2)cc1OC
→ i | -18
- Cc1ccc(C(=O)NCCCN2CCOCC2)cc1N1CCCC1=O
→ i | -17
- O=[N+]([O-])c1ccc(N2CCOCC2)nc1
→ i | 1
- COc1ccccc1N=C(C)C1=C(O)CSC1=O
→ i | 3
- COc1cccc(C2NC(CCSC)(C(=O)O)C3C(=O)N(C(C)C)C(=O)C23)c1O (stereo not drawn)
→ i | -19
- Cc1csc(CCc2nc(C)cs2)n1
→ i | -1
- Cc1cc(Br)ccc1SCC(=O)Nc1cccnc1
→ i | -10
- Cc1ccc(S(=O)(=O)NNC(=O)C2CCCCC2)cc1
→ i | -4
- CC(=O)c1ccc(NS(=O)(=O)c2cccc(C(=O)Nc3ccccc3C(=O)O)c2)cc1
→ i | -1
- CCOc1cc(CNC(CC)CO)ccc1OCC(=O)Nc1cccc(C(F)(F)F)c1 (stereo not drawn)
→ i | -20

# Additional results
# Below each SMILES – CHT PAM | OX1R antagonist
- COc1ccc(OCC(=O)NNC(=O)c2nn(C)c(=O)c3ccccc23)cc1
→ i | -4
- Fc1ccccc1N1CCN(CCCNc2ccc3nncn3n2)CC1
→ i | -16
- COC(=O)c1c(N=CN(C)C)c(C#N)c2n1CCCC2
→ i | -1
- Cc1ccccc1OCC(=O)NNC(=O)CN1C(=O)c2ccccc2C1=O
→ i | 4
- CSCCCc1cn([C@@H](CO)C(=O)NCCCCCCCCCCC(=O)N2CCNCC2)nn1
→ i | -21
- O=C(CCl)N(c1ccc(Cl)cc1)c1c[nH]c2ccccc12
→ i | 5
- Cc1cccc2sc(NC(=O)CN(C)S(=O)(=O)c3ccc(Br)s3)nc12
→ i | 20
- Cc1sc2ncn(CC(=O)NCCCC(=O)N(C)Cc3ccccc3)c(=O)c2c1C
→ i | -22
- CCOC(=O)C1=C(c2ccccc2)ON(C)C1c1ccccc1 (stereo not drawn)
→ i | -19
- CCC(C)COC(=O)C(C#N)c1nc2ccccc2nc1N1CCCCC1 (stereo not drawn)
→ i | -38
- C=CCSc1nc(N)c(NC(=O)c2ccco2)c(=O)[nH]1
→ i | -8
- COc1ccnc2c1c(=O)n(Cc1ccccc1Cl)c(=O)n2C
→ i | -12
- CC1CC(C)(C)NC(=S)N1CC(=O)NCc1ccc(Cl)cc1 (stereo not drawn)
→ i | -1
- CC(=O)c1cccc(NC(=O)CSC(=O)c2ccccc2)c1
→ i | -1
- Nc1nc(SCc2ccc(F)cc2)ns1
→ i | 2
- O=[N+]([O-])c1ccc(N2CCN(Cc3ccccc3)CC2)nc1
→ i | -22
- COc1cccc2c(=O)n(CC(=O)Nc3cccc(F)c3)ccc12
→ i | 1
- COc1ccc(N2CC(C(=O)Nc3ccc(S(=O)(=O)Nc4nc(C)cc(C)n4)cc3)CC2=O)cc1 (stereo not drawn)
→ i | 6
- COc1cccc(C2=CC(=O)C[C@H](c3ccc4c(c3)OCO4)C2)c1OC
→ x | -13
- Cc1ccc(OCCOCCn2ccnc2)c(Br)c1
→ i | -12

# Other structures:
# Below each SMILES – CHT PAM | OX1R antagonist
- CC(=O)c1ccc(S(=O)(=O)N2CCN(C(=O)c3ccc(-n4nc(C)c(Cl)c4C)cc3)CC2)cc1
→ x | 27
- CCOc1ccc(C2=CC(=O)C[C@H](c3ccc(OC)cc3)C2)cc1
→ x | -18
- O=C(NCCSC1CCCCC1)c1ccccc1
→ i | -27
- CNC(=S)Nc1ccc(N2CCN(c3ccc(C(F)(F)F)cn3)CC2)nc1
→ i | -8
- Cc1ccsc1C(=O)N1CC(=O)Nc2ccccc21
→ i | -11
- COc1ccc(NC(=O)c2ccc(Cl)nc2)cc1S(=O)(=O)N1CCCCC1
→ i | -36
- CC1CC(C)CN(S(=O)(=O)c2ccc3c(c2)C(C)(C)C(=O)N3C)C1 (stereo not drawn)
→ i | -11
- C=CCSc1nnc(-c2sc(-c3ccccc3)nc2C)n1C
→ i | -10
- COc1ccc(N(C(=O)CNC(=O)c2ccco2)C(C(=O)NC2CCCC2)c2ccc(C)o2)cc1 (stereo not drawn)
→ i | -14
- O=C(NCCN1CCOCC1)c1cccn2c(=O)c3c4c(sc3nc12)CCCC4
→ i | -17
- O=C(CSc1nnc(CNc2ccc(F)cc2)n1Cc1ccccc1)NCc1ccco1
→ i | -26
- COc1ccc(CN2CCNC(=O)C2CC(=O)N(C)Cc2nccs2)c(OC)c1 (stereo not drawn)
→ i | 10
- Cc1cc(Cl)cc(C)c1OCCOCCNCc1ccccc1
→ i | -26
- CCOC(=O)c1c(C)[nH]c(O)c1C=Nc1ccc(C(F)(F)F)cc1
→ i | -2
- COc1ccc(/C=C/C(=O)Nc2cc(F)ccc2C)cc1S(=O)(=O)N1CCOCC1
→ i | -23
- CCOC(=O)C1=C(COC(=O)c2ccc(OC)c(OC)c2OC)NC(=O)NC1C (stereo not drawn)
→ i | -10
- COc1ccccc1N1C(=NC(=O)CCC2CCCC2)SC2CS(=O)(=O)CC21 (stereo not drawn)
→ i | -15
- COc1ccc(Nc2c(-c3ccc(C)cc3)nc3cnccn23)cc1
→ i | -26
- COc1ccc(/C=C2\C(=O)N(c3c(Cl)cc(Cl)cc3Cl)N=C2NC(=O)c2cccc([N+](=O)[O-])c2)cc1
→ i | -10
- CCNC(=O)c1ccc(C2SCC(=O)N2Cc2ccco2)cc1 (stereo not drawn)
→ i | -9

# 2 of the compounds above, bar-delimited:
molecule | CHT PAM | OX1R antagonist
O=C(CSc1nnc(CNc2ccc(F)cc2)n1Cc1ccccc1)NCc1ccco1 | i | -26
COc1cc(C(=O)OC(C)C(=O)NC(=O)NC2CCCCC2)ccc1OC(F)F (stereo not drawn) | x | -50

# Following part.
# Below each SMILES – CHT PAM | OX1R antagonist
- COc1cc(/C=N/n2nnnc2N)ccc1OC(C)=O
→ i | x
- COc1ccc(-c2[nH]nc3c2C2(C(=O)N(CC(=O)O)c4ccccc42)C(C#N)=C(N)O3)cc1OC (stereo not drawn)
→ i | -7
- CCc1cccc(NC(=O)C2CCCN2S(=O)(=O)c2ccc3c(c2)n(C)c(=O)c(=O)n3C)c1 (stereo not drawn)
→ i | -21
- N#Cc1ccc(N2Cc3ccccc3C2=NC(=O)c2cccs2)cc1
→ i | 1
- C#CCOCCOCCOCCNc1nc(N2CCN(C(=O)[C@H](CCC(=O)O)n3cc([C@@H](N)CCCCN)nn3)CC2)nc(N2CCN(C(=O)[C@H](CCC(=O)O)n3cc([C@@H](N)CCCCN)nn3)CC2)n1
→ x | 0
- CCCCc1n[nH]c(=S)n1Cc1ccccc1
→ i | 0
- COc1ccc(-c2nc(-c3ccc(C(=O)O)cc3)no2)cc1
→ i | 1
- COCCN(C(=O)c1sc2ccccc2c1Cl)c1c(N)n(CC(C)C)c(=O)[nH]c1=O
→ x | -18
- O=S(=O)(c1c(F)cccc1F)C1CCN(S(=O)(=O)c2ccc3c(c2)OCCO3)CC1
→ x | -11
- Cc1nc2ccccc2n1CCOc1ccc([N+](=O)[O-])cc1
→ i | -6
- CCn1c(=O)n(CC)c2cc(S(=O)(=O)N3CCc4ccccc43)ccc21
→ i | 6
- Cc1ccc(C(=O)Nc2ccc(C(=O)N/N=C/c3cccnc3)cc2)cc1
→ i | -23
- NCCCC[C@@H]1NC(=O)c2cc([N+](=O)[O-])cc(I)c2SC[C@@H](C(=O)NCC(N)=O)NC(=O)CNC1=O
→ i | -15
- CCn1nc(C)c(/C=N/NC(=O)Cn2nc(C)cc2C)c1C
→ i | -8
- Cc1ccc(C)c(-c2csc(-c3cccnc3)n2)c1
→ i | -27
- CCn1nnc(NC(=O)c2cc3ccccc3o2)n1
→ i | -16
- COc1ccc(Nc2nc(NCCO)nc(OC)n2)cc1
→ i | -12
- CCOc1cc(/C=C/c2nc3ccccc3s2)ccc1OCC(=O)N1CCOCC1
→ i | -33
- C(=N\N=C\c1ccccc1)/c1ccccc1
→ i | -5
- CCOc1ccc(NC(=O)C2CCCN2C(=O)NC2CCCCC2)cc1 (stereo not drawn)
→ i | -13

# One compound at a time (already shown). Screens in order: CHT PAM | OX1R antagonist
# Record of CCn1nnc(NC(=O)c2cc3ccccc3o2)n1 : i | -16
# Record of CCCCc1n[nH]c(=S)n1Cc1ccccc1 : i | 0

# Remaining list, next part.
# Below each SMILES – CHT PAM | OX1R antagonist
- COc1ccc(-n2nc(C(=O)O)c3ccccc3c2=O)cc1
→ i | 3
- Cn1cccc1/C=C1\SC(=O)N(CC(=O)Nc2ccc(F)cc2)C1=O
→ i | 5
- C=CC[C@H](CC(=O)N(CCO)Cc1ccccc1)C(=O)N[C@H](COC(=O)[C@@H](CC=C)Cc1ccc(F)cc1)Cc1ccccc1
→ x | 5
- COc1ccccc1/C=N/NC(=O)CNC(=O)c1ccc(S(=O)(=O)N2CCCC2)cc1
→ i | 6
- CC(C)(C)c1ccc(OCC(=O)Nc2cccc(S(=O)(=O)NC3=NCCCCC3)c2)cc1
→ x | -9
- Nc1nc(NCC2CCCO2)nc(Nc2ccccc2F)c1[N+](=O)[O-] (stereo not drawn)
→ i | -19
- OC(CN1CCN(c2ccccn2)CC1)Cn1c2ccccc2c2ccccc21 (stereo not drawn)
→ i | 26
- c1ccc(-c2cnc(CSc3ncnc4sccc34)o2)cc1
→ i | -17
- CO/N=C/NC(=O)c1c(OC)ccnc1Oc1cccc(C(F)(F)F)c1
→ i | -3
- COc1ccc(C)cc1NC(=O)CSc1nnc(-c2ccccn2)n1Cc1ccco1
→ i | -30
- Cc1ccc(S(=O)(=O)NCCNC(C)c2ccc(Br)cc2)cc1 (stereo not drawn)
→ x | 8
- Cc1noc(C)c1C(=O)N1CCN(c2cccc(Cl)c2)CC1
→ i | -29
- CN(Cc1ccccc1)C(=O)c1cc(S(=O)(=O)N2CCOCC2)cn1C
→ i | -19
- Cc1cccc(NC(=O)C(=O)C2C(=O)Nc3ccccc32)c1 (stereo not drawn)
→ i | -5
- CCNc1nc(NCC)n2c(SCC(=O)Nc3ccccc3OC(F)F)nnc2n1
→ x | -18
- CCOc1ccc(N(CC(=O)NCc2ccc(F)cc2)C(=O)c2ccco2)cc1
→ i | -37
- COc1ccc(-c2cc(C3CCN(CC(O)C(F)(F)F)CC3)[nH]n2)cc1 (stereo not drawn)
→ i | -4
- Cc1ccc(NC(=O)/C(Cl)=C\c2ccccc2)cc1
→ i | -21
- COc1ccccc1N(CC(=O)NCc1ccco1)S(C)(=O)=O
→ i | -17
- COc1ccccc1CNC(=O)COC(=O)c1cccc(-n2cnnn2)c1
→ x | -14
- O=C(Cn1ncc(Cl)c(Cl)c1=O)N1CCN(S(=O)(=O)c2ccc3ccccc3c2)CC1
→ i | 36
- O=C(Nc1ccc(C(=O)N2CCN(c3ccccn3)CC2)cc1)c1ccc(Br)o1
→ i | -35
- O=C(NCc1ccc2c(c1)OCO2)c1c(O)nc2sccn2c1=O
→ i | -18
